D3 ag – activates the human D3 dopamine receptor. P35462. D3R DiscoveRx beta-arrestin cells, luminescence, 90 min. max activation, %. hit rate 0.58% among 410,000. AID 652048; in the data active means max activation above about 30%; further: 0% is about no effect; mostly tested at two doses, the higher about 12 µM
Target sequence (P35462 whole entry, looked up): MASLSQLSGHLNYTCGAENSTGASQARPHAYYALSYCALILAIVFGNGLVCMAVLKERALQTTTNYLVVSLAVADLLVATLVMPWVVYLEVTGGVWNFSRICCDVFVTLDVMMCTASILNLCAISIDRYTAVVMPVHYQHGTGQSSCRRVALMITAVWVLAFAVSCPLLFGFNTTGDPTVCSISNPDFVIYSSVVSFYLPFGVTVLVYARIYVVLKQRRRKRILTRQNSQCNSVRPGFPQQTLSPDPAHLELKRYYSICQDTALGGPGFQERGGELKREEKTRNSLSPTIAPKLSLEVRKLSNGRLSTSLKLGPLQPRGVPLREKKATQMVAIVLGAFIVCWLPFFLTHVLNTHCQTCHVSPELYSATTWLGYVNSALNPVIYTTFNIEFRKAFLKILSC
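Agonist-mode cell screen: cells plated at 1500/well and incubated overnight at 37 °C, then exposed to library compounds for 90 min at 37 °C. Detection reagent was added for 30–60 min at room temperature, and luminescence was read.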
HEK293 tox – cytotoxicity in counter-screen for GLP-1R inverse agonists; HEK293 cAMP-luciferase reporter cells, luminescence, 24 h; Potency, µM (titrated, usually from 38.3 µM), without a hit: top-dose activity change, negative = inhibition, hits mostly inhibitors; hit rate 0.13% among 410,000;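 further: loss of luciferase light is scored as toxicity; potency means the concentration at half of the fitted maximal effect; on the % scale 0 is the no-effect control and ±100 the full control effect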
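To flag toxic compounds, the library was rerun on cells for 24 hr at 37 deg C and 5% CO2. Viability-linked luminescence was captured 12 min after adding luciferase detection reagent.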
GLP-1R agonist – agonists of human GLP-1 receptor; HEK293 GLP-1R CRE-luciferase, luminescence, 4-6 h; cells express a hypersensitive GLP-1R form; P43220; Potency, µM (top dose mostly 45.6 µM), without a hit: at the top dose activation, actives largely listed as activators; AID 624172; hit rate 0.007% among 380,000; further: potency means the concentration at half of the fitted maximal effect; % of control where 0% means no effect
IL2 activator – activators of IL-2. IL-2 activation reporter assay, cell-based qHTS; stimulated with anti-CD3/CD4/CD28 beads; in transgenic mouse T cells. activation, % (series mostly up to about 46 µM). hit rate 0.065% among 360,000; in the data active means activation above about 50%; inconclusive means mostly about 30% to 49%; further: 0% is about no effect
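Unstimulated transgenic mouse T cells, 750 per well, received compound and, after 60 minutes, anti-CD3/anti-CD4 bead plus anti-CD28 stimulation. EGFP and DsRed were quantified after 18 hours.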
GLP-1R inv ag – inverse agonists of human GLP-1 receptor; P43220; HEK293 GLP-1R CRE-luciferase, luminescence, 24 h; GLP-1R form is constitutively active; Potency, µM (doses to about 38.3 µM), inactives show at the highest dose activity change, negative = inhibition, hits mostly inhibitors; hit rate 1.6% among 410,000; further: potency means the concentration at half of the fitted maximal effect; on the % scale 0 is the no-effect control and ±100 the full control effect; nearly all actives have a fitted effect of over 55% in size
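Cells are plated, allowed 12 hours at 37 deg C, then treated with compounds for 24 hr before luciferase detection reagent is added and luminescence is read after 12 min at room temperature. The HEK293 line carries constitutively active GLP-1R with a cAMP-responsive reporter.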
PI5P4K alpha inh – inhibitors of human PI5P4K alpha | AID 652105 | max response, % | P48426 | hit rate 1.2% among 330,000 | PI5P4Kalpha enzyme, ADP-Glo luminescence, 60 min; active compounds read low; active means max response of -50% or lower; inconclusive means between -30% and -50%; inactive means -30% or higher; further: value at the top dose of about 77 µM; on the % scale 0 is the no-effect control and ±100 the full control effect
Target sequence (P48426 whole entry, looked up): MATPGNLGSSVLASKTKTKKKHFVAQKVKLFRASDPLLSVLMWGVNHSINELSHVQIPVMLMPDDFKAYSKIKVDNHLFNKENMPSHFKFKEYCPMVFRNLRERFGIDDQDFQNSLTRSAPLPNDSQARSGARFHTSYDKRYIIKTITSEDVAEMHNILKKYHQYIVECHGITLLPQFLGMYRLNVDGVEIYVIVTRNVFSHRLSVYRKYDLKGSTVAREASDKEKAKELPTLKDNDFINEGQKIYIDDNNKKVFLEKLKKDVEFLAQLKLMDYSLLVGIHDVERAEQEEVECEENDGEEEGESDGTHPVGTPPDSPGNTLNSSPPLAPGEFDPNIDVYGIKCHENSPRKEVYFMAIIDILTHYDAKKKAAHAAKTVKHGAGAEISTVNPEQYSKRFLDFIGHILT
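Quantitative HTS of the MLSMR library against PI5P4Kalpha with substrate. ATP added last at 5 microM final; room temperature, 60 minutes. Remaining ATP depleted, ADP converted and read as luminescence.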
PLK1 PBD inh – PLK1 (human) polo-box domain binding inhibition; P53350; Potency, µM, for the others: max response, negative = inhibition, most hits filed as inhibitors; hit rate 2.8% among 360,000; Plk1 PBD binding of FITC phosphopeptide, fluorescence polarization; further: potency means the concentration at half of the fitted maximal effect; series mostly up to about 57 µM; on the % scale 0 is the no-effect control and ±100 the full control effect; nearly all actives have a fitted effect of over 65% in size
D3 antag – blocks the human D3 dopamine receptor; P35462; D3R cells, DiscoveRx beta-arrestin luminescence, antagonist mode; active compounds read low; max response, negative = inhibition, %; hit rate 2.5% among 360,000; AID 652054; in the data active means max response below about -50%; inconclusive means no clear call, values can overlap the other calls; further: on the % scale 0 is the no-effect control and ±100 the full control effect; mostly tested at two doses, the higher about 12 µM
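Cells plated overnight at 1500 cells/well, then exposed to library compounds with dopamine controls for 90 minutes at 37 degrees C. DiscoveRx reagent added for 30–60 minutes at room temperature; luminescence read, quantitative HTS format.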
WRN inhibitor – blocks human WRN helicase. Potency, µM (highest dose often 114 µM), for the others: at the top dose activity change, negative = inhibition, most hits filed as inhibitors. Q14191. hit rate 0.46% among 360,000. WRN helicase unwinding, fluorescent forked duplex, kinetic; further: potency means the concentration at half of the fitted maximal effect; on the % scale 0 is the no-effect control and ±100 the full control effect; nearly all actives have a fitted effect of over 55% in size
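Kinetic fluorescence helicase assay: unwinding of a quenched forked DNA duplex (100 nM final) with 2 mM ATP final raises red fluorescence (525/598 nm). Compounds sat 15 min at room temperature with 20 nM WRN beforehand.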
The depositor's hits bear a star; ? = inconclusive; . = not tested or not shown; & = joins results of further samples; [ ] = remark or other dose. Unless noted, the call rests on the fitted dose curve; in most records, active means well fitted curve in the direction sought with a large enough effect; inconclusive means small, poorly fitted or top-dose-only effect, or another doubt; inactive means no such curve, though single readings can be large; an effect the other way counts as inactive or inconclusive. No enrichment for hits. About 7.8% of those tested had a hit in this group.

SMILES | D3 ag | HEK293 tox | GLP-1R agonist | IL2 activator | GLP-1R inv ag | PI5P4K alpha inh | PLK1 PBD inh | D3 antag | WRN inhibitor
O=C(Nc1ccc(N2CCN(C(=O)c3ccccc3)CC2)cc1)c1cccs1 | -13 | -20% | 4% | -0.4 | -18% | -1 | -8% | -14 | -5%
CCOC(=O)N1CCC(NC(=O)CCC(=O)N2CCOc3ccc(C)cc32)CC1 | 0 | -8% | 6% | 5.9 | 0% | 2 | 1% | 4 | 2%
CCOC(=O)[C@]12CCC=C1N(Cc1ccc3c(c1)OCO3)C(=O)[C@H](CC(=O)NCc1ccc(OC)c(OC)c1)C2 | 7 | 0% | 19% | -0.9 | -10% | 1 | 4% | 2 | -7%
C=CCn1c(-c2cccnc2Cl)nc2ccccc21 | -1 | 15% | 2% | -4.7 | -15% | 0 | -4% | 13 | -19%[57.1 µM]
O=C1NC(Cc2ccccc2)c2nc3ccc(Cl)cc3c(=O)n2-c2cc3ccccc3cc21 (centres undefined) | -7 | -16% | 1% | -1.7 | -18% | -3 | -8% | -15 | 2%
O=c1[nH]c2cc3c(cc2cc1CN(CC1CCCO1)S(=O)(=O)c1ccccc1)OCCO3 (centres undefined) | 16 | -11% | 0% | -1.2 | 14% | . | -2%&-2% | -7 | 1%
Cc1cc(C)c(S(=O)(=O)N2CCCC2CNC(=O)c2ccc3c(c2)OCO3)c(C)c1 (centres undefined) | -2 | 9% | 11% | -2.7 | ? | -9 | -9% | 22 | 17%
CNC(=O)C(=O)N/N=C/c1ccccn1 | -4 | -6% | 4% | 1.0 | 7% | 6 | -3% | -3 | -6%
CCc1nnc(NC(=O)CN2CCN(S(C)(=O)=O)CC2)s1 | 0 | -12% | 4% | 6.3 | 6% | -3 | 0% | 8 | 1%
O[C@H]1C[C@H](c2ccc(Cl)cc2)N(Cc2cccs2)C[C@@H]1n1cc(C2CC2)nn1 | 4 | 11% | -3% | -4.4 | ? | 16 | -5% | -2 | -17%
Cc1ccc(C)c(C(=O)NCCN(C)C)c1 | -2 | -1% | -15% | 1.2 | -13% | -6 | -2% | 11 | -4%
Cc1nn(-c2ccccc2)c(Cl)c1C(=O)NCC(=O)O | -11 | 8% | 3% | 0.3 | -1% | 3 | -9% | -14 | -3%
Cc1ccc(S(=O)(=O)NCCC(c2ccc(F)cc2)c2ccco2)cc1 (centres undefined) | -3 | -2% | 1% | -0.3 | ? | 15 | -4% | 0 | -14%
Cc1cccc(-c2ccc3c(c2)C2CC3CCN2Cc2ccc3c(c2)OCO3)c1 (centres undefined) | -36 | 14% | -2% | 0.6 | -11% | 10 | 2% | 62 | -6%
COc1cc2[nH]c(=O)n(Cc3ccc(C(=O)N4CCN(c5cccc(C)c5C)CC4)cc3)c(=O)c2cc1OC | -1 | 4% | 1% | . | -11% | . | . | . | .
COc1ccc(NC(=O)CN(Cc2ccccc2)Cc2ccccc2)cc1S(N)(=O)=O | -11 | 1% | 4% | -3.3 | -1% | 0 | -4% | 8 | 5%
Nc1c(C(=O)C2CC2)sc2nc(-c3cccs3)cc(C(F)(F)F)c12 | -1 | 54%[activator] | -7% | 25 | 0% | -1 | 75%[activator] | 60 | -31%
Cc1ccccc1-c1cc2nc(NCCCN(C)C)n(C)c(=O)c2s1 | -5 | -20% | 1% | -0.6 | ? | 4 | -1% | 4 | 1%
O=C1c2cccc(-c3ccc(C(F)(F)F)cc3)c2C2CC=CCN12 (centres undefined) | 4 | -2% | 16% | -0.9 | -26% | 1 | -7% | 8 | -4%
CN1OC[C@@H]2CN[C@H](c3cccc(N4CCOCC4)c3)C[C@@H]21 | 4 | -7% | 7% | -2.5 | 12% | -2 | 3% | 4 | -3%
O=C(N1CCOCC1)N1CCN(C(=O)N(c2ccccc2)c2ccccc2)CC1 | -7 | -10% | -4% | 0.6 | 4% | . | -3% | 7 | -10%
COc1ccc(C(=O)OCn2nnc3ccccc3c2=O)cc1 | 3 | 0% | 15% | 0.1 | 18% | 10 | -18% | 7 | 3%
O=c1c2cc(N3CCOCC3)ccc2[nH]c(=S)n1Cc1cccc(Cl)c1 | -6 | 3% | -10% | 2.0 | -7% | . | -17% | -18 | -16%
CC1(C(=O)NS(=O)(=O)c2ccc(F)cc2F)CCN1C(=O)CC(c1ccccc1)c1ccccc1 (centres undefined) | 4 | 0% | 0% | -0.1 | ? | 6 | -1% | 0 | -3%
COc1ccc2c(c1)c(C(=O)N/N=C/c1cccs1)c(C)n2C | -1 | 5% | 0% | -1.6 | 2% | -12 | -13% | 1 | 0%
CC(CNS(=O)(=O)c1ccc2c(c1)CC(=O)N2C)c1ccccc1 (centres undefined) | 1&10 | -4%&-3% | -5% | -1.5 | 30%&5% | 0 | -13% | -5 | -12%
COCCNc1nc(C)cc(-c2cc(C(=O)NCc3ccccc3)on2)n1 | 1 | 1% | 17% | 1.2 | 4% | 1 | -2% | -17 | 5%
C/C(N)=C(/C#N)C(=O)COC(=O)COc1ccc(Cl)cc1 | -11&1 | -13%&17% | 8%&2% | 0.1&-1.0 | 29%&-10% | -3&6 | -8%&-3% | 24&12 | 0%&-9%
CN(C)S(=O)(=O)c1cccc(NC(=O)CSc2nnnn2-c2ccccc2)c1 | -3 | -3% | -2% | -0.4 | -3% | 2 | 4% | 30 | -1%
CCOC(=O)C1(C/C(C)=N/NC(N)=O)CC(C)OC1=O (centres undefined) | 3 | 8% | 2% | -2.0 | 0% | 19 | 5% | 10 | 7%
COc1cccc(NC(=O)CN(C)C(=O)c2cc(-c3cccc(Br)c3)nc3ccccc23)c1 | 5 | ? | -30% | -5.9 | ? | 2 | -10% | 26 | 6%
CSc1ccccc1C(=O)Nc1ccc(S(=O)(=O)NC2=NCCCCC2)cc1 | -3 | -5% | -6% | 1.7 | 4% | -2 | -19% | -13 | 5%
CCc1[nH]nc2c1C(Cc1ccccc1)C(C#N)=C(N)O2 (centres undefined) | -4 | -9% | 1% | -0.3 | -18% | 2 | -15% | -14 | -5%
CC(C)OC(=O)N(C)C[C@@H]1OCc2cnnn2CCCC(=O)N([C@@H](C)CO)C[C@@H]1C | -3 | -10% | 23% | 5.0 | 8% | -6 | -18% | -8 | 6%
CS(=O)(=O)N1CCCC(C(=O)Nc2ccccc2F)C1 (centres undefined) | -2 | 0% | 7% | 1.2 | 1% | 1 | -9% | -9 | -9%
COc1cc2cnc(-c3ccccc3)cc2cc1OC | -18 | 9% | 21% | -0.7 | 3% | -11 | 3% | 28 | 14%
CCNC(=O)C1(C)CCCN(C(=O)c2cc3ccccc3s2)C1 (centres undefined) | 7 | -1% | 5% | -0.4 | 14% | -2 | 3% | 17 | 1%
CN(C)S(=O)(=O)c1ccc(N=Cc2c(C(F)(F)F)[nH]n(C)c2=O)cc1 | 2 | -14% | -1% | -1.7 | 8% | 11 | 0% | 22 | -9%
CCOC(=O)CNC(=O)Cn1cnc2c(nnn2-c2cccc(Cl)c2)c1=O | 4 | -32% | -6% | -0.5 | 3% | . | -3% | -13 | -12%
CCN(CC)S(=O)(=O)c1ccc(C(=O)N2CCN(c3ncccn3)CC2)cc1 | 5 | 3% | 13% | 1.5 | 10% | 4 | -4% | 11 | 13%
CC(=C/c1ccccc1)/C=N/NC(=O)c1ccccn1 | -11 | 2% | -7% | -1.2 | ? | 1 | 2% | 10 | -3%
N=c1c(S(=O)(=O)c2ccccc2)cc2c(=O)n3ccccc3nc2n1Cc1ccco1 | -3 | 434%[activator] | -3% | -0.4 | 78%[activator] | -24 | -13% | ? | 1%[57.1 µM]
CC1(C)NC(C)(C)/C(=C\c2cccs2)C(=O)C1=O | -13 | ? | -2% | -2.2 | -8% | -2 | -21% | 8 | -8%
Cc1ccc(NC(=O)c2[nH]cnc2C(=O)NN)cc1 | -3 | -28% | 4% | -3.2 | 47%[activator] | -2 | 4% | 2 | 4%
COc1cccc(N2CCN(S(=O)(=O)c3ccc4nc(-c5ccccc5)[nH]c4c3)CC2)c1 | 4 | -5% | -17% | -0.5 | 2% | -7 | 4% | 23 | ?
O=C(Nc1nncs1)C1CCCC1 | 2 | 5% | -5% | 0.3 | 9% | -2 | -8% | -9 | -2%

Of the compounds above, these have an NH in an aromatic ring:
SMILES | D3 ag | HEK293 tox | GLP-1R agonist | IL2 activator | GLP-1R inv ag | PI5P4K alpha inh | PLK1 PBD inh | D3 antag | WRN inhibitor
O=c1[nH]c2cc3c(cc2cc1CN(CC1CCCO1)S(=O)(=O)c1ccccc1)OCCO3 (centres undefined) | 16 | -11% | 0% | -1.2 | 14% | . | -2%&-2% | -7 | 1%
COc1cc2[nH]c(=O)n(Cc3ccc(C(=O)N4CCN(c5cccc(C)c5C)CC4)cc3)c(=O)c2cc1OC | -1 | 4% | 1% | . | -11% | . | . | . | .
O=c1c2cc(N3CCOCC3)ccc2[nH]c(=S)n1Cc1cccc(Cl)c1 | -6 | 3% | -10% | 2.0 | -7% | . | -17% | -18 | -16%
CCc1[nH]nc2c1C(Cc1ccccc1)C(C#N)=C(N)O2 (centres undefined) | -4 | -9% | 1% | -0.3 | -18% | 2 | -15% | -14 | -5%
CN(C)S(=O)(=O)c1ccc(N=Cc2c(C(F)(F)F)[nH]n(C)c2=O)cc1 | 2 | -14% | -1% | -1.7 | 8% | 11 | 0% | 22 | -9%
Cc1ccc(NC(=O)c2[nH]cnc2C(=O)NN)cc1 | -3 | -28% | 4% | -3.2 | 47%[activator] | -2 | 4% | 2 | 4%
COc1cccc(N2CCN(S(=O)(=O)c3ccc4nc(-c5ccccc5)[nH]c4c3)CC2)c1 | 4 | -5% | -17% | -0.5 | 2% | -7 | 4% | 23 | ?

Source: PubChem BioAssay (National Center for Advancing Translational Sciences (NCATS))
